From PubChem
EPAC2 ag: qHTS for Agonist of cAMP-regulated guanine nucleotide exchange factor 4 (EPAC2): primary screen; EPAC2 activation, biochemical qHTS; response scale: 100% = 6.5 mM cAMP response; Potency, µM (doses to about 154 µM), inactives show top-dose activation, usual class: activators; actives 0.079% (n = 360,000); further: nearly all actives have a fitted effect of over 50% in size
Target sequence (Q8WZA2 whole entry, looked up): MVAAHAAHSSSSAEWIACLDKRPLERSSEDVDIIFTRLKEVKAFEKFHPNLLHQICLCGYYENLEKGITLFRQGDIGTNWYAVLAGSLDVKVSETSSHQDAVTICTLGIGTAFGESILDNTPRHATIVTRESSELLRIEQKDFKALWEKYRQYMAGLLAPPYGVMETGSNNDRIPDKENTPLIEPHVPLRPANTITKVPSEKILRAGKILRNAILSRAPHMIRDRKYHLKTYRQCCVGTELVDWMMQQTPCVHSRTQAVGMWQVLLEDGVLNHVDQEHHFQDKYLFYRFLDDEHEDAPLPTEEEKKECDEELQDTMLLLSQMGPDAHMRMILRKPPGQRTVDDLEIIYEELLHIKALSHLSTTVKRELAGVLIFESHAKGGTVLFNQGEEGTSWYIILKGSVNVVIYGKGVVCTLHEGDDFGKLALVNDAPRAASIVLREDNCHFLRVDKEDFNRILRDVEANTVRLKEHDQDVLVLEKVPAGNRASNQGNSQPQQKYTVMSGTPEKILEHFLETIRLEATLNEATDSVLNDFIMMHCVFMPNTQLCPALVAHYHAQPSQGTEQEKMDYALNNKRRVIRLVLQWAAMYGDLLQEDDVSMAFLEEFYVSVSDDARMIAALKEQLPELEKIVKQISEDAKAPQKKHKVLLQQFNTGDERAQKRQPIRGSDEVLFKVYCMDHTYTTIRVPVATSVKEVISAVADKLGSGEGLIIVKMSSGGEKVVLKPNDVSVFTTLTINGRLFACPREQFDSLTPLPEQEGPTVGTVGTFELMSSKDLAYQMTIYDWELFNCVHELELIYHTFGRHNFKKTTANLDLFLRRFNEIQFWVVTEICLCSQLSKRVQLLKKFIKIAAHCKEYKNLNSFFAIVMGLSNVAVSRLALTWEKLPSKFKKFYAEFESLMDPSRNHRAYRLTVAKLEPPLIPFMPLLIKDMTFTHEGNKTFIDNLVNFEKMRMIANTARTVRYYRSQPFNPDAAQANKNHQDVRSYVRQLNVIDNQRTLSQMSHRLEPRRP
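Nucleotide exchange monitored as fluorescence drop when BODIPY-GDP leaves Rap1B. Reaction: 100 nM EPAC2, 250 nM RAP1B-BODIPY-GDP, 50 uM GDP, room temperature, kinetic read over 30 min. Activity expressed relative to 6.5 mM cAMP.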
EPAC1 ag: qHTS for Agonist of cAMP-regulated guanine nucleotide exchange factor 3 (EPAC1): primary screen. EPAC1 agonist qHTS, biochemical assay; response scale: 100% = response to 6.5 mM cAMP. Potency, µM (doses to about 154 µM), inactives show top-dose activation, usual class: activators. actives 0.073% (n = 360,000); further: nearly all actives have a fitted effect of over 60% in size
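Compounds were pinned as a concentration titration into mixtures of EPAC1 (100 nM), BODIPY-GDP-loaded Rap1B (250 nM) and GDP (50 uM). After 5 min at room temperature, fluorescence was followed for 30 min; activity was scaled to 6.5 mM cAMP.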
aSyn rescue: qHTS of alpha-syn Inhibitors; Yeast expressing alpha-synuclein, growth rescue, BacTiter-Glo, 24 h; Potency, µM (top dose mostly 46.1 µM), for the others: at the highest dose growth rescue (activation), usual class: activators; actives 0.14% (n = 370,000); AID 652106, 2013; further: % of control where 0% means no effect; nearly all actives have a fitted effect of over 65% in size
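Readout is rescue of growth in alpha-synuclein-expressing yeast, so inhibitors of toxicity appear as activators. Growth after 24 hr at 30 deg C in galactose medium is quantified by luminescence.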
TDP-43 yeast inh: qHTS of TDP-43 Inhibitors | TDP-43 expressing yeast growth rescue, BacTiter-Glo, 24 h | Potency, µM (highest dose often 46.1 µM), inactives show at the top dose growth rescue (activation), usual class: activators | actives 1.8% (n = 410,000); further: % of control where 0% means no effect; nearly all actives have a fitted effect of over 50% in size
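Yeast expressing TDP-43 (pregrown in raffinose, seeded at OD600=0.02 in galactose medium) exposed to compounds 24 hr at 30 deg C. Growth read by BacTiter-Glo luminescence; rescue of toxicity appears as increased signal.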
EPAC2 antagonist: qHTS for Antagonist of cAMP-regulated guanine nucleotide exchange factor 2 (EPAC2): primary screen; actives 0.18% (n = 360,000); Potency, µM (highest dose often 114 µM), for the others: at the highest dose activity, negative = inhibition, usual class: inhibitors; EPAC2 GEF exchange of Rap1B-BODIPY-GDP, fluorescence; Rap guanine nucleotide exchange factor 4 (Homo sapiens), Q8WZA2; further: on the % scale 0 is the no-effect control and ±100 the full control effect; nearly all actives have a fitted effect of over 45% in size; many of its hits are not listed in these tables
EPAC1 antagonist: qHTS for Antagonist of cAMP-regulated guanine nucleotide exchange factor 3 (EPAC1): primary screen; Rap guanine nucleotide exchange factor 3 (Homo sapiens), O95398; EPAC1 GEF assay, Rap1b-BODIPY-GDP exchange fluorescence; Potency, µM (titrated, usually from 115 µM), for the others: top-dose activity change, negative = inhibition, most hits filed as inhibitors; actives 0.14% (n = 360,000); AID 720709, 2013;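 further: plate controls were vehicle for no effect and positive control for full effect; nearly all actives have a fitted effect of over 50% in size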
PTHR1 ag: qHTS for PTHR1 Agonists: Primary Screen; HEK293 GP2 PTHR1 cells, GloSensor cAMP luminescence, 1 h; actives 0.075% (n = 410,000); Potency, µM (series often up to 115 µM), for the others: at the top dose activation, actives largely listed as activators; Parathyroid hormone/parathyroid hormone-related peptide receptor (Homo sapiens), Q03431; AID 743266, 2014; further: nearly all actives have a fitted effect of over 55% in size; some results filed as inactive show a strong effect at the top dose; inactives centre near -15; many of its hits are not listed in these tables
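HEK-293-derived GP2 cells expressing PTHR1 and a GloSensor cAMP reporter, 3,000/well, plated overnight, given luciferin plus IBMX (each 0.5 mM as added) for 1 h at 37 °C, then compound for 1 h at 37 °C. Luminescence was read after 15 min at room temperature.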
FUS suppressor: qHTS for Suppressors of FUS Proteinopathy: Primary screen using FUS-linked yeast assay; S. cerevisiae FUS-expressing, growth rescue, OD600, 24 h; Potency, µM (titrated, usually from 76.6 µM), without a hit: at the highest dose growth rescue (activation), hits mostly activators; actives 0.24% (n = 390,000); AID 1347120, 2019;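 further: plate controls were DMSO vehicle for no effect and reference control for full effect; nearly all actives have a fitted effect of over 55% in size; some results filed as inactive show a strong effect at the top dose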
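Read-out: OD at 600 nm after 24hr at 30C, reporting rescue of FUS-induced yeast toxicity. Cells at OD 0.005 in galactose (2%) minimal medium; compounds tested in a dilution series; CP55940 titration from 92uM final as control.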
Active calls of the source: *; i = inactive; u = inconclusive; x = no result given; [ ] = remark or other dose. The call rests on the fitted dose curve; in most records, active means well fitted curve in the direction sought with a large enough effect; inconclusive means small, poorly fitted or top-dose-only effect, or another doubt; inactive means no such curve, though single readings can be large; an effect the other way counts as inactive or inconclusive. Potency means the concentration at half of the fitted maximal effect. A portion of the library, so the mix of outcomes need not match the whole.

nr	compound	EPAC1 antagonist	EPAC2 ag	aSyn rescue	PTHR1 ag
1	Cc1cc(CCCCCCCCc2cc(C)cc(=O)o2)oc(=O)c1	4%	-8%	-1%	-24%
2	Cc1ccc(S(=O)(=O)NN=CC2(c3ccccc3)CC2)cc1	6%	7%	-1%	i
3	CSc1ccccc1C(=O)Nc1ccc(S(=O)(=O)NC2=NCCCCC2)cc1	-8%	8%	-12%	-15%
4	CCC(C(=O)N1CCN(S(=O)(=O)c2sc(C(=O)O)c(C)c2C(=O)O)CC1)c1ccccc1 (configuration not stated)	26%	6%	5%	-89%[inhibitor]
5	COc1ccc2nc(/N=C/c3c(C)[nH]n(-c4ccc(C)cc4C)c3=O)sc2c1	-18%	-16%	-18%	i
6	Cc1ccc(Cc2c(-c3ccc(F)cc3)nc3c(Cl)cc(C(F)(F)F)cn23)cc1	-1%	10%	10%	0%
7	CCc1ccc(NC(=O)CCc2nnc3ccc(N4CCCC4)nn23)cc1	-18%	-8%	6%	-5%
8	CC(C)Cc1ccc(S(=O)(=O)Nc2cccnc2)cc1	-3%	6%	4%	-24%
9	Nc1ccc2nc[nH]c2c1	-22%	5%	1%	-21%
10	Cc1ccccc1-c1cc(C(=O)NCc2ccc3c(c2)OCO3)n(CC2CC(c3cccnc3)=NO2)n1 (configuration not stated)	5%	7%	14%	-35%[inhibitor]

nr	TDP-43 yeast inh	EPAC1 ag	EPAC2 antagonist	FUS suppressor
1	11%	-8%	-3%	8%
2	22%	-1%	-4%	7%
3	11%	9%	6%	-4%
4	10%	2%	6%	-11%
5	0%	-2%	-1%	x
6	-3%	-7%	5%	-11%
7	12%	-7%	-2%	-8%
8	21%	7%	-14%	-12%
9	u	-2%	15%	11%
10	26%	-6%	u	29%

Later entries:
nr	compound	EPAC1 antagonist	EPAC2 ag	aSyn rescue	PTHR1 ag
11	CN1C(=O)C2(c3ccccc31)N(c1ccccc1)C(=O)CS2(=O)=O (configuration not stated)	x	x	4%	i
12	COc1ccc(NC(=O)C2CCCN(CCCc3ccccc3)C2)cc1OCC(C)C (configuration not stated)	-9%	0%	0%	0%
13	Cc1ccc(C(=O)Nc2cccc(C(O)c3ccccc3)c2)cc1 (configuration not stated)	-15%	4%	20%	-34%[inhibitor]
14	COc1ccc(CNS(=O)(=O)c2ccc(-n3cnnn3)c(OC)c2)cc1	7%	6%	3%	i
15	Cc1nc(Cc2nnc(SCC(=O)N3CCN(c4ccccc4)CC3)o2)cs1	-11%	-7%	2%	-5%
16	CC(=O)Nc1ccc(NC(=O)Nc2cccc(Cl)c2)cc1	15%	4%	-10%	-11%
17	CC1Cc2cc(/C(O)=C3/C(=O)C(=O)N(CCCn4ccnc4)C3c3ccc(F)cc3)ccc2O1 (configuration not stated)	-16%	-7%	-2%	i
18	Cc1ccc(C(=O)OCC(=O)NCc2ccc(F)cc2)o1	30%	3%	0%[1.84 µM]	-14%
19	CC1(C(=O)NS(=O)(=O)c2ccccc2Cl)CCN1C(=O)Cc1ccccc1Cl (configuration not stated)	6%	-2%	2%	-19%
20	COc1ccccc1NC(=O)c1cc(Br)ccc1Cl	-27%	5%	-4%	-13%

nr	TDP-43 yeast inh	EPAC1 ag	EPAC2 antagonist	FUS suppressor
11	10%	x	x	13%
12	10%	-2%	-6%	18%
13	2%	0%	-2%	11%
14	4%	11%	13%	-24%
15	20%	5%	2%	11%
16	3%	5%	3%	-8%
17	-11%	-24%	1%	-12%
18	16%	-9%	0%	-6%
19	12%	-15%	22%	-17%
20	u	12%	u	-1%

(continued)
nr	compound	EPAC1 antagonist	EPAC2 ag	aSyn rescue	PTHR1 ag
21	O=C(NC(=S)Nn1cnc2c(cnn2-c2ccccc2)c1=O)c1ccccc1	11%	0%	4%	-38%[inhibitor]
22	CCC(C)c1ccc(O)c(NC(=O)c2cccnc2)c1 (configuration not stated)	13%	-7%	-12%	i
23	Cc1ccc2c(O)c(C)c(=O)[nH]c2n1	6%	-6%	-1%	-19%
24	COc1ccc(Cl)cc1NC(=O)c1cccc([N+](=O)[O-])c1O	-16%	-8%	12%	-30%
25	Cn1c(=O)c2c(nc(NCC3CCCO3)n2Cc2cccc(Br)c2)n(C)c1=O (configuration not stated)	3%	0%	6%	-18%[57.5 µM]
26	CCOC(=O)CSc1nc2ccccc2c(=O)n1-c1ccc(C)cn1	4%	7%	-2%	-2%
27	CCOc1ccccc1N1CCN(CC(=O)Nc2nnc(CC)s2)CC1	1%	5%	4%	-5%
28	Cc1cc(C(=O)Nc2ccon2)ccc1[N+](=O)[O-]	-2%	9%	-7%	-13%
29	O=S1(=O)N=C2CCCCCN2C(c2ccccc2)N1 (configuration not stated)	6%	5%	-4%	i
30	CCN(C(=O)COC(=O)c1cc([N+](=O)[O-])ccc1N1CCOCC1)C1CCCCC1	0%	-5%	3%	-6%

nr	TDP-43 yeast inh	EPAC1 ag	EPAC2 antagonist	FUS suppressor
21	12%	1%	6%	-1%
22	2%	3%	11%	5%
23	10%	-7%	9%	5%
24	5%	3%	-14%	x
25	24%	6%	-4%[57.1 µM]	11%
26	-6%	3%	-2%	-29%
27	4%	0%	-3%	26%
28	-13%	8%	11%	-16%
29	-3%	5%	17%	-32%
30	u	2%	-17%	8%

Further structures.
nr	compound	EPAC1 antagonist	EPAC2 ag	aSyn rescue	PTHR1 ag
31	CC1(C)C(C(=O)OCC(Cl)(Cl)Cl)N2C(=O)C(NC(=O)Cc3ccccc3)C2S1=O (configuration not stated)	-8%	12%	-3%	-93%[inhibitor]
32	Cc1ncc([N+](=O)[O-])n1CC(=O)Nc1ccc(OC(F)(F)Cl)cc1	-9%	-10%	3%	-49%[inhibitor]
33	Cc1ccc(S(=O)(=O)Nc2cccc(S(=O)(=O)Nc3ccccc3C(=O)O)c2)c(C)c1	-29%	-7%	4%	-21%
34	CCOC(=O)c1c(CSc2ccsc2)n(C)c2cc(Br)c(O)c(CN(C)C)c12	-13%	9%	-2%	-26%
35	CC1(C)CC(=O)C2=C(C1)OC(N)=C(C#N)C2CCc1ccccc1 (configuration not stated)	-9%	10%	2%	-11%[57.5 µM]
36	Cc1ccc(C)c2sc(NC(=O)c3ccc(N4C(=O)CCC4=O)cc3)nc12	0%	-1%	1%	i
37	COc1cc2oc(=O)cc(CN3CCN(c4ccccc4F)CC3)c2cc1Cl	-24%	-1%	-1%	8%
38	Cc1ccc2[nH]c(=O)c(C(c3nnnn3C3CCCC3)N(Cc3cccnc3)Cc3ccco3)cc2c1 (configuration not stated)	-7%	6%	3%	-17%[57.5 µM]
39	O=C(Cn1nnc2ccccc2c1=O)N1CCOCC1	7%	-2%	-1%	-2%
40	C[C@H](NC(=O)[C@@H]1CCCN1C(=O)[C@@H]1CCCN1C(=O)c1cccc2ccccc12)c1ccccc1	5%	-6%	-5%	-63%[inhibitor]

nr	TDP-43 yeast inh	EPAC1 ag	EPAC2 antagonist	FUS suppressor
31	-6%	0%	1%	-21%
32	-6%	-12%	-7%	-28%
33	-19%	-4%	-22%	21%
34	-1%	-4%	-20%	24%
35	-4%	2%	-3%	-2%
36	-5%	-11%	5%	-7%
37	25%	8%	8%	10%
38	5%	-3%	3%	-3%
39	-1%	13%	-2%	12%
40	11%	7%	-2%	12%

Other entries.
nr	compound	EPAC1 antagonist	EPAC2 ag	aSyn rescue	PTHR1 ag
41	CC1N=C(N)C(c2nc3ccccc3n2C)=C1O (configuration not stated)	-6%	7%	-5%	-8%
42	C=CCN1C(=O)C2(NNc3ccccc3O2)c2ccccc21 (configuration not stated)	-4%	-60%[inhibitor][15.6 µM]	4%	-18%[57.5 µM]
43	COc1ccc(C(CNC(=O)COc2ccc(Br)cc2F)N2CCCC2)cc1 (configuration not stated)	-18%	5%	-3%	-19%
44	COc1ccc(N2CCN(C(=O)CCCSc3nc4ccccc4[nH]3)CC2)cc1	-5%	0%	0%	-33%[inhibitor]
45	O=C(COC(=O)c1cccc(S(=O)(=O)N2CCOCC2)c1)NC1CCCCC1	-4%	-2%	-2%	-3%
46	CC(C)(C)S(=O)(=O)N1C[C@@H]2C(=CC[C@H]3C(=O)N(c4ccccc4)C(=O)[C@@H]23)[C@@H]1CCO	3%	2%	2%	-2%

nr	TDP-43 yeast inh	EPAC1 ag	EPAC2 antagonist	FUS suppressor
41	12%	14%	0%	-2%
42	13%	11%	10%	40%
43	12%[9.22 µM]	-4%	6%	6%
44	19%	-1%	4%	19%
45	12%	-5%	-1%	-20%
46	-19%	-9%	7%	-4%

Structures shown so far that have an aryl methoxy group, in the order listed:
nr	compound	EPAC1 antagonist	EPAC2 ag	aSyn rescue	PTHR1 ag
5	COc1ccc2nc(/N=C/c3c(C)[nH]n(-c4ccc(C)cc4C)c3=O)sc2c1	-18%	-16%	-18%	i
12	COc1ccc(NC(=O)C2CCCN(CCCc3ccccc3)C2)cc1OCC(C)C (configuration not stated)	-9%	0%	0%	0%
14	COc1ccc(CNS(=O)(=O)c2ccc(-n3cnnn3)c(OC)c2)cc1	7%	6%	3%	i
20	COc1ccccc1NC(=O)c1cc(Br)ccc1Cl	-27%	5%	-4%	-13%
24	COc1ccc(Cl)cc1NC(=O)c1cccc([N+](=O)[O-])c1O	-16%	-8%	12%	-30%
37	COc1cc2oc(=O)cc(CN3CCN(c4ccccc4F)CC3)c2cc1Cl	-24%	-1%	-1%	8%
43	COc1ccc(C(CNC(=O)COc2ccc(Br)cc2F)N2CCCC2)cc1 (configuration not stated)	-18%	5%	-3%	-19%
44	COc1ccc(N2CCN(C(=O)CCCSc3nc4ccccc4[nH]3)CC2)cc1	-5%	0%	0%	-33%[inhibitor]

nr	TDP-43 yeast inh	EPAC1 ag	EPAC2 antagonist	FUS suppressor
5	0%	-2%	-1%	x
12	10%	-2%	-6%	18%
14	4%	11%	13%	-24%
20	u	12%	u	-1%
24	5%	3%	-14%	x
37	25%	8%	8%	10%
43	12%[9.22 µM]	-4%	6%	6%
44	19%	-1%	4%	19%
